Bioassay records: PubChem, NCI
NCI-60 one-dose screen, 48 h, at 10 µM unless noted. Numbers give growth in % (100 = growth as untreated, 0 = no growth, -100 = all killed).
IGROV1: IGROV1 ovarian cancer; 79,000 compounds, 4.7% hits
NCI-H23: NCI-H23 lung cancer | 80,000 compounds, 4% hits | AID 1794731
SK-OV-3: SK-OV-3 ovarian cancer cells; 80,000 compounds, 3.2% hits
COLO 205: COLO 205 colon cancer | 79,000 compounds, 7.3% hits
NCI-H322M: NCI-H322M lung cancer; 80,000 compounds, 2.7% hits; AID 1794733
NCI-H522: NCI-H522 lung cancer; 78,000 compounds, 8% hits; AID 1794739
NCI/ADR-RES: NCI/ADR-RES ovarian cells; 81,000 compounds, 4.4% hits; AID 1794790
NCI-H460: NCI-H460 lung cancer | 82,000 compounds, 6.8% hits
NCI-H226: NCI-H226 lung cancer; 79,000 compounds, 3.5% hits; AID 1794732
The depositor's hits bear a star; & = joins results of further samples. The calls were made as follows: active = growth percent below 10; inactive = the rest.

Preview (two entries):
Screening COC(=O)[C@]12CC[C@@H](C)[C@H](C)[C@@H]1C1=CC[C@@H]3[C@@](C)(CC#N)C4=C(C[C@@]3(C)[C@]1(C)CC2)OC[C@]4(C)C=O returned IGROV1 23, NCI-H23 -10*, SK-OV-3 0.9*, COLO 205 -94*, NCI-H322M 10, NCI-H522 -6.4*, NCI/ADR-RES -11*, NCI-H460 -57* and NCI-H226 -37*.
For O=C1NC(=O)C(c2cc(-c3cc4ccccc4[nH]3)no2)C(=O)N1 the results were IGROV1 109, NCI-H23 97, SK-OV-3 98, COLO 205 104, NCI-H322M 98, NCI-H522 78, NCI/ADR-RES 107, NCI-H460 103 and NCI-H226 85.

The listing, from the first entry:
Screening COC(=O)[C@]12CC[C@@H](C)[C@H](C)[C@@H]1C1=CC[C@@H]3[C@@](C)(CC#N)C4=C(C[C@@]3(C)[C@]1(C)CC2)OC[C@]4(C)C=O returned IGROV1 23, NCI-H23 -10*, SK-OV-3 0.9*, COLO 205 -94*, NCI-H322M 10, NCI-H522 -6.4*, NCI/ADR-RES -11*, NCI-H460 -57* and NCI-H226 -37*.
For O=C1NC(=O)C(c2cc(-c3cc4ccccc4[nH]3)no2)C(=O)N1 the results were IGROV1 109, NCI-H23 97, SK-OV-3 98, COLO 205 104, NCI-H322M 98, NCI-H522 78, NCI/ADR-RES 107, NCI-H460 103 and NCI-H226 85.
For CCOC(=O)c1c2c(c(C)n1C)-c1oncc1CC2 the results were IGROV1 108, NCI-H23 99, SK-OV-3 122, COLO 205 159, NCI-H322M 103, NCI-H522 104, NCI/ADR-RES 98, NCI-H460 99 and NCI-H226 96.
Screening C=C1C[C@H]2[C@@H]3C=C(C)C4=CC(=O)CC[C@]4(C)[C@H]3CC[C@]2(C)[C@@]1(OC(C)=O)C(C)=O returned NCI-H23 106, SK-OV-3 85, COLO 205 115, NCI-H322M 116, NCI-H522 86, NCI/ADR-RES 90, NCI-H460 102 and NCI-H226 86.
Screening Cc1c(C(N)=O)sc2c1C(=O)N(Cc1ccccc1)C1=NN=C(c3ccc(Cl)cc3)CN12 returned IGROV1 43, NCI-H23 59, SK-OV-3 59, NCI-H322M 38, NCI-H522 67, NCI/ADR-RES 10.0*, NCI-H460 28 and NCI-H226 74.
`O=C(O)CCN1C(=O)CCSC1=S` gave IGROV1 105, NCI-H23 107, SK-OV-3 109, COLO 205 122, NCI-H322M 100, NCI-H522 90, NCI/ADR-RES 106 and NCI-H460 99.
Cc1ccc(C2C(C(=O)c3ccco3)=C(O)C(=O)N2CCCN2CCOCC2)o1 (centres undefined) was read as IGROV1 79, NCI-H23 99, SK-OV-3 114, COLO 205 114, NCI-H322M 111, NCI-H522 94, NCI/ADR-RES 106, NCI-H460 106 and NCI-H226 93.
COc1cc2c3c(n(CCCn4ccnc4)c(=O)c2cc1OC)-c1nc2c(cc1C3=O)OCO2 was read as IGROV1 56, NCI-H23 20, SK-OV-3 18, COLO 205 34, NCI-H322M 72, NCI-H522 40, NCI/ADR-RES 84, NCI-H460 8.7* and NCI-H226 30.
`CCN(CC)CCCCCCCNc1nccc2ccccc12` gave IGROV1 102, NCI-H23 101, SK-OV-3 106, COLO 205 93, NCI-H322M 95, NCI-H522 101, NCI/ADR-RES 96, NCI-H460 108 and NCI-H226 93.
`COc1cc2oc(-c3cccc(NC(=O)c4ccc([N+](=O)[O-])cc4)c3)cc(=O)c2c(OC)c1OC` gave IGROV1 43, NCI-H23 69, SK-OV-3 96, NCI-H322M 53, NCI-H522 47, NCI/ADR-RES 71 and NCI-H226 63.
Screening Nc1cccc2cccc([N+](=O)[O-])c12 returned IGROV1 118, NCI-H23 101, SK-OV-3 103, COLO 205 94, NCI-H322M 114, NCI-H522 104, NCI/ADR-RES 103, NCI-H460 112 and NCI-H226 95.
C#CCOc1cc(N(CC)CC)ccc1C(C(=O)NC(C)(C)C)N(C(=O)C1CCc2cc(F)ccc2O1)c1cc(C)cc(C)c1 (centres undefined) was read as IGROV1 62, SK-OV-3 47, COLO 205 31, NCI-H322M 67, NCI-H522 20, NCI/ADR-RES 42, NCI-H460 30 and NCI-H226 33.
For COc1ccc(C(O)C(NCCO)c2ccc(OC)cc2)cc1 (centres undefined) the results were IGROV1 100, NCI-H23 101, SK-OV-3 96, COLO 205 99, NCI-H322M 92, NCI-H522 94, NCI/ADR-RES 100, NCI-H460 101 and NCI-H226 98.
`Cc1csc(/N=C(N)/N=C(\N)c2cccnc2)n1` gave IGROV1 68, NCI-H23 78, SK-OV-3 78, COLO 205 82, NCI-H322M 87, NCI-H522 54, NCI/ADR-RES 48, NCI-H460 62 and NCI-H226 85.
CC(C)(C)C(=O)OC(CC(F)F)c1ccc2ccccc2c1 (centres undefined) was read as IGROV1 89, NCI-H23 89, SK-OV-3 100, COLO 205 118, NCI-H322M 89, NCI-H522 93, NCI/ADR-RES 97, NCI-H460 100 and NCI-H226 101.
COC1OC(CO)C(N=C(C)C)C1O (centres undefined) was read as IGROV1 111&99, NCI-H23 105&106, SK-OV-3 97&110, COLO 205 108&115, NCI-H322M 97&101, NCI-H522 94&93, NCI/ADR-RES 105&108, NCI-H460 110&104 and NCI-H226 99&104.
O=S(=O)(NCC(F)F)c1ccc(-c2cnc(C3CC3)o2)cc1 was read as IGROV1 93, NCI-H23 90, SK-OV-3 101, COLO 205 94, NCI-H322M 89, NCI-H522 88, NCI/ADR-RES 92, NCI-H460 97 and NCI-H226 88.
Screening C[C@H]1CCC/C=C/[C@@H]2C[C@H](O)C[C@H]2[C@H](O)/C=C/C(=O)N1 returned IGROV1 108, NCI-H23 99, SK-OV-3 109, COLO 205 125, NCI-H322M 90, NCI-H522 115, NCI/ADR-RES 79, NCI-H460 113 and NCI-H226 91.
Screening C[C@@H]1CN[C@@H](C)CN1 returned IGROV1 125, NCI-H23 95, SK-OV-3 98, COLO 205 110, NCI-H322M 142, NCI-H522 102, NCI/ADR-RES 100, NCI-H460 109 and NCI-H226 102.
Cc1cc(NS(=O)(=O)c2ccccc2)ccc1O was read as IGROV1 101, NCI-H23 99, SK-OV-3 93, COLO 205 109, NCI-H322M 107, NCI-H522 86, NCI/ADR-RES 104, NCI-H460 106 and NCI-H226 100.
`Cc1ccc(-c2ccc(CCC(=O)Nc3ncc(Cc4ccc(F)cc4)s3)o2)cc1` gave IGROV1 96, NCI-H23 95, SK-OV-3 103, COLO 205 98, NCI-H322M 92, NCI-H522 83, NCI/ADR-RES 91, NCI-H460 69 and NCI-H226 92.
Screening O=C(Nc1ccccc1O)c1ccc(NS(=O)(=O)c2cccc3cccnc23)cc1 returned IGROV1 59, SK-OV-3 64, COLO 205 48, NCI-H322M 48, NCI-H522 38, NCI/ADR-RES 29, NCI-H460 40 and NCI-H226 50.
`COc1cc2c(cc1O)[C@H]1[C@H](c3ccccc3Cl)OC(=O)N1CC2` gave IGROV1 110, NCI-H23 100, SK-OV-3 109, COLO 205 108, NCI-H322M 117, NCI-H522 80, NCI/ADR-RES 94, NCI-H460 90 and NCI-H226 96.
Screening CC(=O)NCCc1ccccc1 returned IGROV1 94, NCI-H23 103, SK-OV-3 111, COLO 205 103, NCI-H322M 97, NCI-H522 102, NCI/ADR-RES 105, NCI-H460 101 and NCI-H226 101.
O=C(c1ccc(F)cc1)C1CCN(CCCn2c(=O)[nH]c3ccccc32)CC1 was read as IGROV1 100, NCI-H23 99, SK-OV-3 99, COLO 205 106, NCI-H322M 96, NCI-H522 91, NCI/ADR-RES 97 and NCI-H460 103.
CC(C)(C)CC(C)(C)Nc1c(-c2c(O)c3ccccc3oc2=O)nc2c(Cl)cc(C(F)(F)F)cn12 was read as IGROV1 90, NCI-H23 103, SK-OV-3 93, COLO 205 112, NCI-H322M 94, NCI-H522 81, NCI/ADR-RES 108, NCI-H460 107 and NCI-H226 97.
`NS(=O)(=O)c1ccc(NCC/C(=N\O)c2ccccc2)cc1` gave IGROV1 97, NCI-H23 104, SK-OV-3 103, COLO 205 111, NCI-H322M 115, NCI-H522 91, NCI/ADR-RES 106, NCI-H460 105 and NCI-H226 111.
C=CCN1C(=O)/C(=C\c2ccc(F)cc2)S/C1=N\NC(=O)C(CCSC)NC(=O)c1ccccc1 (centres undefined) was read as IGROV1 112, NCI-H23 101, SK-OV-3 101, COLO 205 110, NCI-H322M 121, NCI-H522 96, NCI/ADR-RES 101, NCI-H460 105 and NCI-H226 95.
COc1ccc(-n2ncn(CCCCn3cnn(-c4ccc(OC)cc4)c3=O)c2=O)cc1 was read as IGROV1 102, NCI-H23 97, SK-OV-3 94, NCI-H322M 95, NCI-H522 86, NCI/ADR-RES 97, NCI-H460 104 and NCI-H226 92.
For Cc1ccccc1OC(=O)c1cccc(Cl)c1 the results were IGROV1 104, NCI-H23 108, SK-OV-3 137, COLO 205 129, NCI-H322M 114, NCI-H522 95, NCI/ADR-RES 108, NCI-H460 109 and NCI-H226 108.

4 compounds from above, ordered by heavy-atom count, largest number first:
CC(C)(C)CC(C)(C)Nc1c(-c2c(O)c3ccccc3oc2=O)nc2c(Cl)cc(C(F)(F)F)cn12 was read as IGROV1 90, NCI-H23 103, SK-OV-3 93, COLO 205 112, NCI-H322M 94, NCI-H522 81, NCI/ADR-RES 108, NCI-H460 107 and NCI-H226 97.
`Cc1ccc(-c2ccc(CCC(=O)Nc3ncc(Cc4ccc(F)cc4)s3)o2)cc1` gave IGROV1 96, NCI-H23 95, SK-OV-3 103, COLO 205 98, NCI-H322M 92, NCI-H522 83, NCI/ADR-RES 91, NCI-H460 69 and NCI-H226 92.
`Cc1csc(/N=C(N)/N=C(\N)c2cccnc2)n1` gave IGROV1 68, NCI-H23 78, SK-OV-3 78, COLO 205 82, NCI-H322M 87, NCI-H522 54, NCI/ADR-RES 48, NCI-H460 62 and NCI-H226 85.
Screening Nc1cccc2cccc([N+](=O)[O-])c12 returned IGROV1 118, NCI-H23 101, SK-OV-3 103, COLO 205 94, NCI-H322M 114, NCI-H522 104, NCI/ADR-RES 103, NCI-H460 112 and NCI-H226 95.

Other structures follow.
Screening O=[N+]([O-])c1ccc(OCCN(Cc2ccccc2)Cc2ccccc2)c([N+](=O)[O-])c1 returned IGROV1 77, NCI-H23 71, SK-OV-3 89, COLO 205 85, NCI-H322M 97, NCI-H522 33, NCI/ADR-RES 50, NCI-H460 75 and NCI-H226 56.
For C=C(C)[C@@H]1CC[C@]2(C(=O)Nc3ccccn3)CC[C@]3(C)[C@H](CC[C@@H]4[C@@]5(C)CCC(=O)NC(C)(C)[C@@H]5CC[C@]43C)[C@@H]12 the results were IGROV1 97, NCI-H23 91, SK-OV-3 109, COLO 205 99, NCI-H322M 106, NCI-H522 93, NCI/ADR-RES 94, NCI-H460 98 and NCI-H226 93.
`COc1ccc(Nc2ncc(C#N)c(NCCCNC(=O)C3CCC3)n2)cc1` gave IGROV1 54, NCI-H23 68, SK-OV-3 78, COLO 205 33, NCI-H322M 81, NCI-H522 85, NCI/ADR-RES 83, NCI-H460 42 and NCI-H226 49.
For Cc1ccc2nc(-c3ccc(N=Cc4ccccc4O)cc3)sc2c1 the results were IGROV1 64, NCI-H23 84, SK-OV-3 115, COLO 205 140, NCI-H322M 83, NCI-H522 61, NCI/ADR-RES 78, NCI-H460 104 and NCI-H226 71.
For CN1CCN(Cc2ccc(NC(=O)c3cncc(C#Cc4cnc5ccc(N[C@@H]6CCOC6)nn45)c3)cc2C(F)(F)F)CC1 the results were IGROV1 -92*, NCI-H23 -81*, SK-OV-3 -83*, COLO 205 -66*, NCI-H322M -99*, NCI-H522 -72*, NCI/ADR-RES -77*, NCI-H460 -30* and NCI-H226 -95*.
For Cc1cnc(N)nc1OCC(C)(C)CNC(=O)c1cccc(-c2ccc(S(=O)(=O)Nc3ccc4c(c3)N(C(=O)C3CC3)CCC4)cc2)c1 the results were IGROV1 63, NCI-H23 49, SK-OV-3 68, COLO 205 55, NCI-H322M 84, NCI-H522 65, NCI/ADR-RES 105, NCI-H460 54 and NCI-H226 59.
Screening CC(C)(C)c1ccc2oc(=O)n(SC(Cl)(Cl)Cl)c2c1 returned IGROV1 111, NCI-H23 95, SK-OV-3 102, COLO 205 106, NCI-H322M 106, NCI-H522 79, NCI/ADR-RES 100, NCI-H460 97 and NCI-H226 104.
CCC(=O)N1N=C(c2ccc(-n3ccc(C(F)(F)F)n3)c(F)c2)CC1c1ccc[nH]1 (centres undefined) was read as IGROV1 109, NCI-H23 103, SK-OV-3 121, COLO 205 113, NCI-H322M 101, NCI-H522 91, NCI/ADR-RES 104, NCI-H460 102 and NCI-H226 116.
For Nc1ccccc1-c1ccc(-c2ccc(O)cc2)c2c1[nH]c1ccccc12 the results were IGROV1 68, NCI-H23 74, SK-OV-3 79, COLO 205 67, NCI-H322M 64, NCI-H522 54, NCI/ADR-RES 58 and NCI-H460 40.
Nc1cc(Cl)c([N+](=O)[O-])cc1O was read as IGROV1 90, NCI-H23 85, SK-OV-3 89, NCI-H322M 101, NCI-H522 85, NCI-H460 99 and NCI-H226 87.
For O=C(/C=C/c1ccco1)c1ccc(NC(=O)c2ccccc2CN2C(=O)c3ccccc3C2=O)cc1 the results were IGROV1 100, NCI-H23 92, SK-OV-3 86, COLO 205 91, NCI-H322M 93, NCI-H522 89, NCI/ADR-RES 101, NCI-H460 99 and NCI-H226 99.
CC(C)NC(=O)OCc1c(COC(=O)NC(C)C)c(-c2ccc(Cl)c(Cl)c2)n2c1C[C@@H](O)C2 was read as IGROV1 110, NCI-H23 96, SK-OV-3 97, COLO 205 101, NCI-H322M 97, NCI-H522 116, NCI/ADR-RES 109, NCI-H460 93 and NCI-H226 101.
`O=C1c2ccccc2NC(n2sc3ccccc3c2=O)N1c1ccc(Cl)cc1` (centres undefined) gave IGROV1 96, NCI-H23 100, SK-OV-3 100, COLO 205 88, NCI-H322M 102, NCI-H522 25, NCI/ADR-RES 99, NCI-H460 105 and NCI-H226 112.
